# RORgamma inh: inhibitors of mouse ROR gamma transcriptional activity. P51450. Drosophila S2 Gal4-RORgamma UAS-luciferase reporter, 20 h. Potency, µM (series often up to 53.6 µM), for the others: top-dose activity change, negative = inhibition, most hits filed as inhibitors. hit rate 5.4% among 310,000. AID 2551; note: potency is the fitted concentration of half-maximal effect; % is set by controls: 0 for no effect and ±100 for the full control effect; nearly all actives have a fitted effect of over 60% in size
#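 Luminescence from a UAS-regulated Photinus luciferase reporter in stably transfected Drosophila Schneider cells is measured; decreased signal marks ROR gamma inhibition. Fusion expression is induced by 700 uM copper sulfate for 20 hr.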
# Giardia killer: Giardia lamblia killing; Giardia lamblia trophozoite viability; activity change, % at 7.66 µM, hits read low; hit rate 0.15% among 340,000; in the data active = activity change below about -80%; inconclusive = between about -30% and that limit;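 note: parasites exposed to compound for two days anaerobically before the ATP read; % is set by controls: 0 for no effect and ±100 for the full control effect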
#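 Luminescence from cellular ATP indicates surviving trophozoites (100 cells/well) following 48 hrs anaerobic compound treatment at 37 deg C; signal develops 15-30 min at room temperature.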
# Menin MLL FP TR: displaces Texas Red mutant MLL peptide from human menin; O00255; Menin + Texas Red MLL mutant peptide, fluorescence polarization; Potency, µM (series often up to 61.6 µM), for the others: top-dose FP activity change, negative = inhibition, most hits filed as inhibitors; hit rate 0.23% among 270,000; AID 1768; active = well fitted inhibition curve with a large enough effect in the polarisation, with a control signal flat, not every such curve was filed as active; inconclusive = small, poorly fitted or top-dose-only effect, or effect the other way, or a change in a side signal; inactive = no such curve, though single readings can be large or run the other way; the % refers to the polarisation; note: potency is the fitted concentration of half-maximal effect; % of control where 0% means no effect; many of its hits are not listed in these tables
# NPC1 prom act: NPC1 promoter activation. Huh7 NPC1 promoter luciferase reporter, 24 h. Potency, µM (titrated, usually from 9.22 µM), inactives show at the highest dose activation, actives largely listed as activators. AID 485313. hit rate 2.4% among 320,000;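 note: potency is the fitted concentration of half-maximal effect; % of control where 0% means no effect; nearly all actives have a fitted effect of over 60% in size; reporter is driven by a mutant NPC1 promoter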
#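 Cells: Huh7 expressing luciferase under the NPC1 promoter, 1500/well. Seeded 2 h, compound added, incubated 24 h at 37 °C. Luciferase reagent, 10 min ambient, then luminescence.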
# Gal4-VP16 FLuc: Gal4-VP16 reporter inhibition counter-screen; Drosophila S2 Gal4-VP16 UAS-luciferase, luminescence, 20 h; Potency, µM (highest dose often 53.6 µM), for the others: at the top dose activity, negative = inhibition, most hits filed as inhibitors; hit rate 3.5% among 310,000; AID 2546;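 note: Gal4-VP16 expression switched on by copper sulfate through the metallothionein promoter; potency is the fitted concentration of half-maximal effect; % is set by controls: 0 for no effect and ±100 for the full control effect; nearly all actives have a fitted effect of over 50% in size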
# p53 reactivation: re-activators of mutant p53; hit rate 0.063% among 320,000; H1299 p53-A138V BP100-luciferase reporter, luminescence, 24 h; Potency, µM (top dose mostly 92.2 µM), for inactives: at the top dose activity change, positive = activation, actives largely listed as activators; AID 504706; note: potency is the fitted concentration of half-maximal effect; % of control where 0% means no effect; nearly all actives have a fitted effect of over 45% in size
#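 p53-null H1299 cells stably carrying temperature-sensitive p53-A138V and a BP100-luciferase reporter were pinned with compounds (4-point, 1:5 series) and held 24 hrs at 37 deg C. Luminescence was read 10 min after detection reagent.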
# BRCA1 expr up: BRCA1 expression activation. Potency, µM (doses to about 46.1 µM), without a hit: at the top dose activation, most hits filed as activators. MCF7-BRCA1-FFLuc reporter, luminescence, 48 h; response scale: scaled: vehicle 0%, 10 µM genistein 100%. hit rate 1.1% among 380,000. AID 624202; note: potency is the fitted concentration of half-maximal effect; nearly all actives have a fitted effect of over 80% in size; some results filed as inactive show a strong effect at the top dose
#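 First, MCF7-BRCA1-FFLuc cells (2000/well) attach for 2 h; next, compounds are pin-added and incubated 48 h at 37 °C; finally, luciferase reagent is added and luminescence read after 15 min.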
# ELG1 genotox: genotoxicity induction in ELG1-luciferase HEK293T cells; HEK293T ELG1-luciferase reporter, luminescence, 16 h; Potency, µM (doses to about 46 µM), for the others: top-dose activity change, positive = activation, actives largely listed as activators; hit rate 1.3% among 330,000; note: potency is the fitted concentration of half-maximal effect; % of control where 0% means no effect; nearly all actives have a fitted effect of over 60% in size
#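 ELG1-luciferase HEK293T cells, 2,000/well; compound pinned in; 16 hr, 37 °C, 5% CO2; ONE-Glo, 30 min RT; luminescence on CCD imager.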
# FLuc modulator: inhibits or activates purified firefly luciferase, miR-21 counter-screen; purified FLuc, Km substrates, luminescence inhibition; hit rate 6.9% among 360,000; Potency, µM (titrated, usually from 57.5 µM), without a hit: at the top dose activity change, negative = inhibition, usual class: inhibitors;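 note: potency is the fitted concentration of half-maximal effect; plate controls were vehicle for no effect and reference inhibitor for full effect; nearly all actives have a fitted effect of over 55% in size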
# Target sequence (P08659 whole entry, looked up): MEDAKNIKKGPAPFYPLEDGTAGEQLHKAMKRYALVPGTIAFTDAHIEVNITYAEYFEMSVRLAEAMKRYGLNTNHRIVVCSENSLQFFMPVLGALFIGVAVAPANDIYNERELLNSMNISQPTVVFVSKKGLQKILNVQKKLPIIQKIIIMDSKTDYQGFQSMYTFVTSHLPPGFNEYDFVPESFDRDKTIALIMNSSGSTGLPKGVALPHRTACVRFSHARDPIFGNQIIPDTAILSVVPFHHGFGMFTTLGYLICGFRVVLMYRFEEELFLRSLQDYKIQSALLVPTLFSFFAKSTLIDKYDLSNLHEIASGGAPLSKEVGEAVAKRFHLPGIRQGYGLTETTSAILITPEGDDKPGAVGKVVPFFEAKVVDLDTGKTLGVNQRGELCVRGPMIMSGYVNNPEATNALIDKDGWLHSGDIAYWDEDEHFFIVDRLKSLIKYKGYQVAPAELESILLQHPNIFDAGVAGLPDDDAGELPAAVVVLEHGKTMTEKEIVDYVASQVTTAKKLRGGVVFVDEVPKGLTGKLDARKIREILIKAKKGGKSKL
#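 Purified P. pyralis luciferase (10nM final) with 10uM D-luciferin and 10uM ATP (Km levels) in 50mM Tris acetate pH 7.5, 10mM Mg acetate, 0.01% Tween-20, 0.05% BSA; qHTS 6-point titration, ~60 µM downward; luminescence read.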
# PKM2 act: PKM2 (human) enzyme activation | P14618 | purified PKM2, Kinase-Glo ATP luminescence, activation; response scale: 0% is enzyme alone, no compound | hit rate 0.34% among 260,000 | Potency, µM (top dose mostly 57.5 µM), for the others: at the top dose activation, actives largely listed as activators; note: potency is the fitted concentration of half-maximal effect; % is set by controls: 0 for no effect and ±100 for the full control effect; nearly all actives have a fitted effect of over 55% in size
# Target sequence (P14618 whole entry, looked up): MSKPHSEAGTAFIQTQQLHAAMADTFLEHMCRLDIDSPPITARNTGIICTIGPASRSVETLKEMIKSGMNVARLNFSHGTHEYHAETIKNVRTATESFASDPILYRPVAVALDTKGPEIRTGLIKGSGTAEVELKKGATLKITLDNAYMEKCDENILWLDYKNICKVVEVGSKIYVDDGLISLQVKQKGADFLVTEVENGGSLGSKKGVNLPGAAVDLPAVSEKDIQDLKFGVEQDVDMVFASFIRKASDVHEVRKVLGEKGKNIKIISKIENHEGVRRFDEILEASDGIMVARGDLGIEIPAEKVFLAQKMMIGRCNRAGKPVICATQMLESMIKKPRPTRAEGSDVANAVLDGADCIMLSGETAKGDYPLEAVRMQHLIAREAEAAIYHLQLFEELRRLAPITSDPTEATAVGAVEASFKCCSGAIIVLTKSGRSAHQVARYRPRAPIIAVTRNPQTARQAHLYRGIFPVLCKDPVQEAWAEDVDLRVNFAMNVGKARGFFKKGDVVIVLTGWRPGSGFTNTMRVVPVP
#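 hPK-M2, >95% pure; 0.1 mM ADP / 0.5 mM PEP final; imidazole pH7.2 buffer w/ 7 mM MgCl2, 50 mM KCl; 1 h RT; Kinase-Glo lum. Intermediate enzyme activity for dual inhibitor/activator qHTS.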
# Rab9 prom act: Rab9 promoter activation; Huh7 Rab9 promoter-luciferase reporter, luminescence, 24 h; Potency, µM (series often up to 9.22 µM), for the others: top-dose activation, negative = inhibition, usual class: activators; hit rate 2.8% among 320,000; AID 485297; note: potency is the fitted concentration of half-maximal effect; % of control where 0% means no effect; nearly all actives have a fitted effect of over 60% in size
#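 Luminescence read-out: Huh7 cells stably expressing Rab9-luciferase, treated 24 h with compound at 37 °C, then lysed with luciferase reagent for 10 min at ambient before reading.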
# Numbers without * were called inactive; u = inconclusive; x = not tested or not shown; [ ] = dose if it differs, or a comment. Unless noted, calls come from the whole dose curve; as a rule, active = well fitted curve in the direction sought with a large enough effect; inconclusive = small, poorly fitted or top-dose-only effect, or another doubt; inactive = no such curve, though single readings can be large; an effect the other way counts as inactive or inconclusive.
structure	RORgamma inh	Giardia killer	Menin MLL FP TR	NPC1 prom act	Gal4-VP16 FLuc	p53 reactivation	BRCA1 expr up	ELG1 genotox	FLuc modulator	PKM2 act	Rab9 prom act
CC(=O)c1c(O)c2ccccc2n(C2CCCCC2)c1=O	1%	-11	u	11%	-20%	-1%	0%	0%	1%	21%	-2%
CC(C)N1C(=O)S/C(=C/c2cccnc2)C1=O	-16%	-7	7%	4%	16%	15%	0%	15%	-12%	2%	1%
Cc1ccc(N2CCN(CC(O)COC3CCCCC3)CC2)cc1 (stereo not drawn)	-3%	6	-9%	1%	-6%	0%	11%	0%	5%	4%	4%
CCN(CC)CCNC(=O)c1ccc(NC(=O)/C=C/c2ccc3ccccc3n2)cc1	-12%	-6	x	-2%	-9%	-4%	-74%	4%	-4%	7%	8%
O=C(c1ccc2c3n(nc2c1)-c1ccccc1CO3)N1CCCCC1	u	u	x	0.79µM*	u	-11%	u	u	3.4µM*	-29%	0.89µM*
Cc1ccc(C(=O)/C=C/Nc2cccc(O)c2)cc1	2.2µM*	2	87%[activator]	28%	1µM*	u	u	4.1µM*	0.38µM*	-5%	u
Cc1nnc(NC(=O)CSc2nnc(Cc3cccn3C)n2C)s1	2%	14	-12%	1%	-13%	1%	0%	-10%	1%	9%	-1%
CC(Sc1nc(N)cc(=O)[nH]1)C(=O)NCC(=O)Nc1ccc(F)c(F)c1F (stereo not drawn)	x	-2	x	3%	x	-3%	-26%	1%	-1%	x	-2%
O=S(=O)(c1ccc(NC2CCCCC2)cc1)N1CCOCC1	-38%	4	-5%	-4%	u	-10%	-7%	-7%	-3%[2.3 µM]	0%	0%
Cn1nc(C(=O)NCCc2ccc3c(c2)OCCO3)c2ccccc2c1=O	x	-7	x	1%	x	-2%	-39%	8%	-1%	x	-3%
Cc1ccc(C(=O)NCC(=O)NC23CC4CC(CC(C4)C2)C3)cc1	12%	-3	x	26%	1%	11%	6.3µM*	16µM*	-19%	-4%	u
CCOC(=O)c1ccc(NC(=O)c2nc[nH]c2C(=O)N2CCC(C)CC2)cc1	10µM*	6	x	-4%	u	-3%	8%	0%	-4%	-1%	-5%
COc1ccccc1NC(=O)COC(=O)c1cc2c(s1)CCC2	x	5	x	-3%	x	1%	-20%	0%	8.5µM*	x	3%
O=C(CC(=O)NC1CCCCC1)N/N=C/c1ccccc1Cl	3%	-7	6%	0%	-12%	-1%	-11%	7%	-1%	12%	-1%
CC(=O)NCCc1nc2ccccc2n1Cc1ccccc1	5%	-11	-4%	2%	-10%	6%	6%	3%	-1%	0%	3%
O=C(COc1cc(O)c2c(=O)cc(-c3ccccc3)oc2c1)c1cccc([N+](=O)[O-])c1	u	-9	30%	-2%	-7%	x	8%	0%	-20%	-3%	0%
COc1ccc2cc(/C=N/NC(=O)c3ccc(CN(c4ccc(C)c(C)c4)S(C)(=O)=O)cc3)c(Cl)nc2c1	-10%	5	-24%	-1%	-1%	1%	-23%	0%	-2%	6%	-2%
Cc1nc(SCC(=O)Nc2ccc(OCc3ccccc3)cc2)n[nH]1	19%	-11	28%	27%	3%	5%	73%	15%	12µM*	u	u
CCC(=O)Nc1ccc(C(=O)NNC(=O)c2ccc(C)cc2)cc1	-20%	7	-17%	-10%	-5%	x	2%	-3%	4%	1%[11.5 µM]	7%
CCOc1ccccc1OCC(=O)N/N=C(\C)Cc1ccc(OC)cc1	23%	4	-9%	-2%	3%	8%	-71%	1%	-1%	2%	-2%

# The last 5 records of the part above are carried over, then new ones follow.
structure	RORgamma inh	Giardia killer	Menin MLL FP TR	NPC1 prom act	Gal4-VP16 FLuc	p53 reactivation	BRCA1 expr up	ELG1 genotox	FLuc modulator	PKM2 act	Rab9 prom act
O=C(COc1cc(O)c2c(=O)cc(-c3ccccc3)oc2c1)c1cccc([N+](=O)[O-])c1	u	-9	30%	-2%	-7%	x	8%	0%	-20%	-3%	0%
COc1ccc2cc(/C=N/NC(=O)c3ccc(CN(c4ccc(C)c(C)c4)S(C)(=O)=O)cc3)c(Cl)nc2c1	-10%	5	-24%	-1%	-1%	1%	-23%	0%	-2%	6%	-2%
Cc1nc(SCC(=O)Nc2ccc(OCc3ccccc3)cc2)n[nH]1	19%	-11	28%	27%	3%	5%	73%	15%	12µM*	u	u
CCC(=O)Nc1ccc(C(=O)NNC(=O)c2ccc(C)cc2)cc1	-20%	7	-17%	-10%	-5%	x	2%	-3%	4%	1%[11.5 µM]	7%
CCOc1ccccc1OCC(=O)N/N=C(\C)Cc1ccc(OC)cc1	23%	4	-9%	-2%	3%	8%	-71%	1%	-1%	2%	-2%
Cc1c2cnn(CC(=O)NCCCN3CC(C)CC(C)C3)c(=O)c2c(C)n1Cc1ccc(Cl)cc1 (stereo not drawn)	-34%	6	x	0%	-1%	8%	-5%	-2%	3%	x	-1%
CCc1nccn1-c1cc(C(C)(C)C)nc2c(-c3ccc(Cl)cc3)cnn12	-9%	6	10%	0%	18%	u	71%	0%	u	5%	8%
COc1ccc(Nc2nnc(C)c(=O)[nH]2)cc1	2%	16	6%	-2%	-1%	-9%	7%	-4%	-5%	0%	-2%
O=C(NC1CC1)c1ccc(Cl)c(S(=O)(=O)N2CCOCC2)c1	-25%	-4	2%	-4%	1%	2%	-3%	1%	1%	x	-2%
O=C(NCc1ccco1)c1ccccc1SCC(=O)N1CCCC1	x	27	x	0%	x	5%	-1%	3%	x	x	2%
CC(C)CCNC(=O)CN(CC1CCCO1)C(=O)CCC(=O)Nc1ccccn1 (stereo not drawn)	-11%	-8	-6%[11.7 µM]	2%	4%	2%	-4%	1%	4%	0%	-11%
CC(=O)c1c(C)n(-c2ccc(N(C)C)cc2)c2ccc(OCC(N)=O)cc12	16%	17	u	-3%	2%	1%	7%	-10%	-3%	3%	5%
COc1ccc(OCC(=O)N2CC3(C)CC2CC(C)(C)C3)cc1 (stereo not drawn)	-15%	-16	0%	1%	6%	5%	-14%	0%	-1%	-5%	-3%
c1ccc2c(c1)nc1n2CN(Cc2ccc3c(c2)OCO3)CN1	-19%	-21	-18%	-3%	-2%	2%	5%	3%	1%	0%	3%
Cc1cc(C(=O)N2CC(C)CC(C)C2)c(C)o1 (stereo not drawn)	x	15	x	-3%	x	-10%	-24%	0%	2%	x	-3%
O=C(COc1ccccc1Cl)Nc1cc(NC(=O)COc2ccccc2Cl)cc(C(=O)O)c1	u	4	u	u	u	-5%	37%	u	u	0%	4µM*
Cc1nc2c(C(=O)NCc3cccs3)cnn2c(C)c1Cc1ccc(F)cc1	u	x	-3%	0%	-26%	-7%	x	0%	1%	4%	0%
CC1CCN(C(=O)C2CCN(S(=O)(=O)c3cccc4nsnc34)CC2)CC1	2%	-15	-9%	-3%	3%	-1%	-3%	-3%	-1%	0%	-2%
CN(C)C(=O)N1CCCC(C(=O)NCc2ccccc2Cl)C1 (stereo not drawn)	0%	-5	-7%	-1%	u	-2%	4%	9%	4%	0%	-2%
CC(=O)N[C@@H](Cc1c[nH]c2ccccc12)C(=O)OCc1ccc(C#N)cc1	-3%	-3	-1%	-5%	1%	3%	-2%	2%	-1%	x	-5%
CCC(=O)N1CCN(c2ccccc2NC(=O)c2cccs2)CC1	-12%	-2	x	-3%	1%	1%	-6%	0%	1%	1%	-8%
CNC(=O)CN1C(=O)CSc2ncccc21	3%	-5	-3%	-1%	-4%	-6%	-7%	1%	-1%	-14%	9%
COc1cccc2c(SCC(=O)N/N=C/c3ccccc3)cc(C)nc12	u	-3	10%	-2%	-11%	11%	-47%	-6%	-17%	20%	0%
O=C(COC(=O)CNC(=O)c1ccc([N+](=O)[O-])o1)Nc1ncc(C(F)(F)F)cc1Cl	x	u	x	-2%	x	u	-16%	-1%	-2%	x	-2%
CCc1c(C)nc(Nc2nc(C)c3cc(OC)ccc3n2)[nH]c1=O	-23%	13	u	23%	-10%	26%	41%	4%	u	-2%	u
Cn1c(=O)[nH]c(=O)c2c1[nH]c(=S)n2CCCc1ccccc1	-35%	17	u	-3%	-8%	13%	15%	-1%	-3%	-14%	-2%

# Only part of the results is shown, so the mix of outcomes need not match the whole.
